# Screening results deposited in PubChem by several laboratories.
# TRPML3 ag = human mucolipin-3 channel agonism; HEK293 TRPML3-YFP, Fluo-8 calcium fluorescence; 100% = the carbachol control signal; activation, % at 3 µM; 220,000 compounds, 0.29% hits; AID 1448;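 active = activation above its plate's cutoff, the mean activation of the plate's test wells plus 3 SD, cut at about 12% in these data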;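 note: 0% = DMSO only wells and 100% = carbachol wells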
# Target sequence (Q8TDD5 whole entry, looked up): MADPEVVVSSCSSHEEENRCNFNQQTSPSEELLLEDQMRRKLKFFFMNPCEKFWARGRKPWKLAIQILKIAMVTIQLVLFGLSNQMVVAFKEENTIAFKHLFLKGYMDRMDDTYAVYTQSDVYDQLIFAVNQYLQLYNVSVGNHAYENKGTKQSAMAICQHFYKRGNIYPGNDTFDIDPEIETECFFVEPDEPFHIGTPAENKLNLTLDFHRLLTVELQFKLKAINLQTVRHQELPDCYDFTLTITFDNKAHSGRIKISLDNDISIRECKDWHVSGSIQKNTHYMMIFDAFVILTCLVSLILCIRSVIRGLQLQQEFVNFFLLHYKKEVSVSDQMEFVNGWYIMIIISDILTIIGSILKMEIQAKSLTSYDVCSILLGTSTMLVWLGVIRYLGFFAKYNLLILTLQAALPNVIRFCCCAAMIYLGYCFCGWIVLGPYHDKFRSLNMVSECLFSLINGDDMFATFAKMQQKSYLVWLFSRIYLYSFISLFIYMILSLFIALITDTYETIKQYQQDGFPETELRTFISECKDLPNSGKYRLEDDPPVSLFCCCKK
#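 Material: TRPML3-YFP stable HEK293 cells | Dosing: One concentration, 3 µM nominal, 0.3% DMSO | Timing: 125 s total fluorescence read per well | Technique: Fluo-8 calcium dye fluorescence, ex 470-495, em 515-575 nm | Measure: Percent activation from peak-to-basal fluorescence ratio, scaled between DMSO and carbachol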
# Cl transport mod = modulators of human KCC2 chloride dependent transport | Q9H2X9 | KCC2 cells, thallium flux FluoZin-2 fluorescence | B-score of Tl+ flux slope (higher = more flux/activation; lower = inhibition) at 10 µM | 190,000 compounds, 2.2% hits | AID 1456;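 active = thallium flux slope and its plate-corrected score both differing from the plate sample mean at a set confidence after two filtering rounds, in either direction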;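 note: slope of fluorescence scaled to starting intensity during 10 to 20 s after thallium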
# Furin inhibitor = inhibitors of human furin. P09958. purified furin, fluorogenic substrate cleavage. inhibition, % at 30 µM. 220,000 compounds, 0.061% hits; in the data active = inhibition above about 25%; note: inactives centre near -15
# TRPN1 ag = agonists of zebrafish TRPN1 channel | HEK293 zebrafish TRPN1-YFP, Fluo-8 calcium fluorescence; 100% = response to 87 µM carbachol | AID 1424 | activation, % at 3 µM | 220,000 compounds, 0.18% hits;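 active = activation above its plate's cutoff, the mean activation of test wells on that plate plus 3 SD, cut at about 19% in these data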;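 note: 0% = DMSO alone and 100% = 87 µM carbachol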
#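 Control set: carbachol 87 µM as high control, DMSO as low control; system: HEK293 stable line with zebrafish TRPN1-YFP; read-out: % activation versus carbachol response; detection: intracellular calcium fluorescence with Fluo-8; doses: single test compound dose, 3 µM nominal, 0.3% DMSO; schedule: dye 1 h 37 °C plus 30 min RT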
# EBV gp42 block = EBV gp42 inhibition | Fluorescence polarization binding assay, mP read-out | inhibition, % (tested at 21.74 µM) | 220,000 compounds, 0.42% hits; in the data active = inhibition above about 50%
# Target sequence (Q1HVG2 whole entry, looked up): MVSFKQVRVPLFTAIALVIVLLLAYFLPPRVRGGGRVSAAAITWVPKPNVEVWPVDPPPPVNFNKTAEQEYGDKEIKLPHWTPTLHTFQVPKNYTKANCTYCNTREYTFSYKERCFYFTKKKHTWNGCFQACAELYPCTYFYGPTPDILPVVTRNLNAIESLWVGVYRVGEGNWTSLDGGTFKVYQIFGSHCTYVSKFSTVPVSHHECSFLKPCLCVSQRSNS
# PPC-1+TRAIL kill = PPC-1 cancer cell killing with TRAIL present. PPC-1 cells + TRAIL, ATPLite viability luminescence. cell killing (% activity), % at 4 µM. 220,000 compounds, 0.41% hits;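 active = cell killing above 50% in the first pass at 4 µM, then a duplicate retest at 5 µM averaging 50% or more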;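 note: plate controls were cells with TRAIL plus DMSO for no effect and medium-only wells lacking cells for full effect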
# m-calpain inh = calpain II (pig) inhibition; 220,000 compounds, 0.37% hits; purified calpain II, fluorogenic peptide substrate, 30 min; AID 1236; inhibition, % at 16 µM;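 active = inhibition above about 50%, limit read from the data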
# TbHK1 inh = T. brucei hexokinase 1 inhibition; recombinant TbHK1, G6PDH-coupled NADH A340; inhibition, % at 10 µM; 220,000 compounds, 0.11% hits;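 active = inhibition of 50% or more in the single-dose primary screen; inactive = inhibition below 50%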
# thrombin 1536 = blocks human thrombin protease activity | P00734 | alpha-thrombin, Boc-VPR-AMC fluorogenic substrate cleavage | inhibition, % at 5 µM | 220,000 compounds, 0.26% hits | AID 1046;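 active = inhibition at or above 40%; inactive = inhibition below 40%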;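 note: 0% = enzyme with no compound and 100% = wells without enzyme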
#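 System: Human alpha-thrombin protein | Medium: pH 7.5 Tris (50 mM) with NaCl 150 mM, Tween 20 0.05% | Times: Enzyme reaction carried out at room temperature | Detection: AMC fluorescence, 355/460 nm | Evaluation: Percent inhibition scaled between no-compound controls and no-enzyme blanks | Benchmarks: Enzyme without compound as high, wells lacking enzyme as low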
# * = called active by the depositor; i = inactive; . = not tested or not shown; [ ] = dose if it differs, or a comment.
mol	m-calpain inh	EBV gp42 block	Cl transport mod	TRPN1 ag	Furin inhibitor	TRPML3 ag	TbHK1 inh	thrombin 1536	PPC-1+TRAIL kill
Cn1c(=O)c2c(nc(CN3CCN(C(=O)c4ccco4)CC3)n2Cc2ccccc2F)n(C)c1=O	-8.4	-9.7	-0.207	0.2	0.3	-0.3	-9.3	10.9	-1.2
CCCCCNC(=O)C(C#N)c1nc2ccccc2nc1N1CCCC1 (centres undefined)	-157.8	-2.4	i	0.5	-15.3	1.1	2.8	7.4	5.4
Cc1ccccc1CNC(=O)CN(c1cccc([N+](=O)[O-])c1)S(C)(=O)=O	-10.3	-4.8	0.00912	0.8	-29.5	0.8	0.2	-1.1	-9.2
Cc1ccc(NC(=O)c2ccc(OC(=O)COc3ccc(Cl)cc3C)cc2)cc1	-6.0	-10.1	0.463	-0.3	-21.6	0.5	12.9	-8.9	27.4
O=c1cc(COc2ncnc3c(Cl)cc(Cl)cc23)nc2sccn12	3.7	-10.8	-0.242	0.1	-17.6	1.1	-16.5	-9.0	6.3
O=C(CCCCCCCCCCC(=O)NCc1cccnc1)NCc1cccnc1	-9.8	-7.5	-0.505	1.5	-15.9	-0.4	-6.4	-7.8	-5.6
Cc1cccc(C)c1NS(=O)(=O)c1ccc(F)cc1	-9.7	-13.1	0.158	-2.3	-11.6	-2.0	25.6	1.6	1.4
O=C1CN=C(Nc2ccccc2)N1Cc1cccs1	-7.6	-12.4	-0.213	-0.5	-18.7[20 µM]	-0.7	-0.6	2.7	-7.7
CCOC(=O)Cc1c(C)nc2c(-c3ccc(Cl)cc3)c(C)[nH]n2c1=O	-158.6	-13.0	.	0.7	-12.4[20 µM]	0.3	1.1	4.4	1.4
COC(=O)CSC1=C(C#N)C(c2ccc(C)o2)CC(=O)N1 (centres undefined)	25.2	-21.6	0.84	2.4	-14.5	-0.1	-5.2	-4.1	.
COc1cccc(C(C#N)N2CCCCC2)c1O (centres undefined)	4.7	-16.2	0.246	0.5	-16.0[20 µM]	0.1	2.3	-3.2	-6.4
O=C(Cn1c(-c2cncs2)nc2ccccc21)NC1CCCC1	-15.6	-5.0	-0.00644	0.3	-9.4[20 µM]	0.2	-2.5	-7.0	14.2
O=C(Cc1ncc(C(F)(F)F)cc1Cl)N1CCN(c2ccc(F)cc2)CC1	-47.6	-0.4	0.00183	-0.2	-10.0[20 µM]	-1.2	-1.4	1.0	25.7
C=C(C)Cc1c(C)nc(-c2ccccc2)[nH]c1=O	-18.3	-12.4	.	-1.1	-16.4[20 µM]	1.2	0.6	-0.6	-26.2
O=C(Nc1ccc(-c2nc3cc(Cl)ccc3c(=O)o2)cc1)c1ccco1	-179.3	6.8	0.106	0.5	-19.6	1.2	-9.6	-2.2	9.2
COc1ccc(/C=C2\CCCC3C2=NC(=S)NC3c2ccc(OC)cc2)cc1 (centres undefined)	-46.1	-11.8	-0.304	-1.0	-15.4	-0.9	-4.6	-0.7	-1.5
CN(C(=O)Cn1nnc(-c2cccnc2)n1)C1CCCCC1	18.8	-8.2	.	2.5	-24.0	1.1	-2.4	0.0	27.1
CCn1c(CCNC(=O)c2ccc(Cl)cc2)n[nH]c1=S	2.5	-2.3	0.729	-0.7	-9.9[20 µM]	0.6	-10.7	-6.8	8.4
c1ccc(Nc2nn[nH]n2)cc1	0.4	-20.8	0.94	-0.1	-30.1	1.2	-2.3	-4.4	0.9
COc1ccccc1/C=N/Nc1cc(N(C)C)nc(N(C)C)n1	30.1	6.6	-0.527	-1.1	5.8	-1.1	-6.0	1.9	-1.7
O=C(CSc1nnc(CNC(=O)c2ccccc2F)o1)NCC1CCCO1 (centres undefined)	-67.1	-2.8	2.08	1.6	-21.4[20 µM]	0.4	-1.3	-5.9	17.2
O=c1c2ccccc2ncn1Cc1ccccc1	-6.1	-15.6	.	-1.2	-18.9	0.4	-2.4	-11.8	3.7
CCNC(=S)N1CCc2cc(OC)c(OC)cc2C1COc1ccccc1OC (centres undefined)	-23.9	3.4	-0.135	0.3	-16.6	-0.1	-9.0	-7.2	2.0
COCCNC(=O)/C(C#N)=C/c1ccc(-c2ccc(S(=O)(=O)N3CCOCC3)cc2)o1	-50.2	-5.6	-0.188	1.8	16.0	0.2	-8.2	-3.7	15.9
O=C1CC(C(=O)NCc2ccccc2)C2(CCCC2)O1 (centres undefined)	-10.6	-12.6	0.756	0.4	-8.9	-0.3	54.7*	4.2	3.4
NNc1nc2ccccc2nc1C(F)(F)F	-49.9	-0.5	2.82	0.3	0.7	0.6	7.4	-9.9	-11.5
Cc1cccc(OCC(=O)O/N=C(\N)Cc2cccs2)c1	-27.5	-8.5	-1.66	-2.8	-13.7[20 µM]	-1.1	1.0	-1.1	.
Cn1nc(C(F)(F)F)cc1C(=O)Nc1ccc(Cl)cc1	27.4	-2.1	0.381	4.7	-9.9	4.7	-4.3	-4.5	4.3
COc1ccc(CC(=O)NCC(c2ccc(OC)cc2)N(C)C)cc1 (centres undefined)	-7.4	4.5	0.325	0.3	-25.8	1.2	-2.0	-5.3	13.4
O=C(NCCc1cccs1)C1CC(c2c(Cl)cccc2Cl)=NO1 (centres undefined)	9.6	2.2	.	-1.3	-25.3	-0.2	1.3	-3.9	31.2

# One compound at a time (already shown). Order of screens: m-calpain inh	EBV gp42 block	Cl transport mod	TRPN1 ag	Furin inhibitor	TRPML3 ag	TbHK1 inh	thrombin 1536	PPC-1+TRAIL kill
# Profile of O=c1c2ccccc2ncn1Cc1ccccc1 = -6.1	-15.6	.	-1.2	-18.9	0.4	-2.4	-11.8	3.7
# Profile of COc1cccc(C(C#N)N2CCCCC2)c1O (centres undefined) = 4.7	-16.2	0.246	0.5	-16.0[20 µM]	0.1	2.3	-3.2	-6.4

# Carrying on.
mol	m-calpain inh	EBV gp42 block	Cl transport mod	TRPN1 ag	Furin inhibitor	TRPML3 ag	TbHK1 inh	thrombin 1536	PPC-1+TRAIL kill
CN(C)C(=O)C12CCC(C)(c3nc4ccccc4nc31)C2(C)C (centres undefined)	-4.6	-12.1	0.306	1.6	5.4[20 µM]	0.1	-2.1	-5.5	43.6
Cc1ccc2[nH]c(O)c(N=NC(N)=S)c2c1	17.3	-16.5	0.704	0.5	8.9	-0.2	-40.2	0.1	6.1
O=C(OCc1nnc(-c2ccccc2)o1)c1cc(=O)c2ccccc2o1	-51.9	-1.7	-0.0176	1.1	-26.3	-0.3	-6.8	-5.3	16.0
Cc1ccc(S(=O)(=O)N2CCC(C(=O)Nc3nnc(COc4ccccc4)s3)CC2)cc1	14.0	-9.1	-1.72	2.9	-14.3	0.8	26.0	1.8	-10.6
FC(F)(F)C1=CC(c2ccccc2)=NCCN1	3.0	-7.4	0.599	0.1	-23.6[20 µM]	-0.1	-29.5	2.8	8.4
O=S(=O)(NCc1ccco1)c1ccc(S(=O)(=O)N2CCCCC2)cc1	6.3	2.8	0.632	1.3	-21.0[20 µM]	0.5	9.7	-4.1	-5.1
CCc1ccc(-c2nc(CSCC(=O)NCCCN3CCCC3=O)c(C)o2)cc1	-27.5	-11.4	.	-0.5	-20.5	0.7	46.2	0.1	18.1
C=CCn1c(C)c(C(C)=O)c(N2CCCC2)nc1=S	12.6	-4.8	1.83	1.2	-5.4	1.1	-1.1	1.6	-13.2
COc1cccc(C2/C(=C(\O)c3ccc4c(c3)OCO4)C(=O)C(=O)N2CCN(C)C)c1OC (centres undefined)	-14.7	-6.2	-0.215	1.0	-18.5[20 µM]	0.4	-18.0	2.1	1.6
Nc1nc(CCl)nc(Nc2ccc3ccccc3c2)n1	-2.2	4.1	-2	-0.2	1.8	-0.3	-17.2	1.1	96.0*[5 µM]
O=C(NC(Cc1ccccc1)C(=O)O)/C(=C\c1ccc(Cl)cc1)NC(=O)c1ccccc1 (centres undefined)	-0.2	-3.4	-0.0134	-1.7	9.7	-0.6	-4.7	0.4	18.4
COc1ccc(C(C)=O)cc1CSc1ccccn1	-6.1	-4.4	.	-0.3	-9.4	-1.2	-3.9	-4.9	4.8
Cc1cc(NC(=O)c2ccc(S(=O)(=O)N3CCCC3)cc2)nc2c1c(=O)oc1ccccc12	-45.1	-11.1	.	0.6	-6.4[20 µM]	-0.2	-9.0	0.2	19.9
CCO[C@@H]1OC(C(=O)O)=C[C@H](c2ccc3c(c2)OCO3)[C@H]1CCCO	-13.0	-3.6	-0.879	0.9	-28.8	0.7	-8.2	0.1	-5.6
Nn1cc(-c2ccccc2)nc1SCC(=O)NC1CCS(=O)(=O)C1 (centres undefined)	24.8	-12.1	.	0.9	-28.7	0.3	2.9	-2.5	-9.1
CC(=O)Nc1cn(-c2ccccc2)nc1-c1ccccc1	-17.0	-10.4	0.467	0.1	-12.7	0.5	-4.3	-0.5	-0.3
CCc1nc2ccccc2c(C(=O)OCC(=O)Nc2cccc(S(=O)(=O)N3CCOCC3)c2)c1C	0.1	-1.4	-0.696	4.7	-14.6[20 µM]	0.7	-11.7	2.3	-2.4
Cc1ccc(N2C(=O)CSCC2=O)cc1	-13.5	-9.4	-0.0773	1.5	-4.0[20 µM]	1.5	-1.0	-4.2	19.3
Cc1cccc(Nc2ccccc2)c1	-19.8	4.4	0.91	-0.4	-8.9	0.4	-7.8	-1.4	19.7
CC(=O)Nc1cccc(NC(=O)Nc2ccc(C)c(Cl)c2)c1	5.4	1.4	0.0123	0.7	-1.8	0.3	10.9	-2.5	-2.4
Cc1cc[n+](-c2[nH]c(=O)sc2/C=N/N=C(\[O-])c2ccccc2)cc1C	12.0	136.8*	0.0181	3.7	-13.5	3.9	-30.7	-2.0	7.5
Cc1ccnc(NS(=O)(=O)c2ccc(NC(=O)c3ccc(S(=O)(=O)N4CCOCC4)cc3)cc2)n1	-9.2	-13.1	0.253	-0.2	-14.2	0.5	-9.4	-5.0	15.9
CS(=O)(=O)N(CC(=O)NCc1ccc2c(c1)OCO2)c1ccc(Cl)cc1	23.8	-6.3	0.6	-0.2	-26.0	0.1	1.5	-0.6	10.5
CCN1CCN(c2ccc(NC(=O)c3cccc4ncccc34)cc2)CC1	-12.8	2.0	0.439	0.7	-18.1	0.3	-1.7	-3.2	21.7
COc1ccc(C2C(C(=O)OCC(=O)Nc3ccc(C)cc3)CCC(=O)N2c2ccc(OC)cc2)cc1 (centres undefined)	-21.8	-20.2	-0.413	0.6	-7.6[20 µM]	-0.3	-8.3	-4.8	3.2
CC1SC(c2ccc(F)cc2)NC1=O (centres undefined)	-13.8	2.0	-0.155	1.7	-15.8	0.3	-4.2	-0.6	-11.3
COc1ccccc1-c1nnc2n1N=C(C(C)(C)C)CS2	8.5	-21.8	.	0.4	-12.9	0.3	26.2	-2.2	46.5
CC(C)NC(=S)N/N=C/c1cc(Br)ccc1O	-189.9	0.0	5.9*	-1.6	-8.5	-0.5	34.6	-0.9	-10.2
CC1CCCCC1NC(=O)COC(=O)c1ccccn1 (centres undefined)	-16.9	-6.3	.	1.7	-10.7[20 µM]	1.2	-3.1	4.2	14.8
